Screens: PubChem, several laboratories
Yp Topo-I inh = blocks Yersinia pestis topoisomerase I activity; 360,000 compounds, 0.064% hits; Y. pestis Topo-I cleavage product accumulation, plate reader; AID 504884; activity, % at 10 µM; in the data active means activity above about 50%, passing the limit was not always enough; inconclusive means no clear call, values can overlap the other calls; further: inactives centre near 2
CCHF vOTU inh = blocks the CCHF virus ovarian tumor domain protease; 370,000 compounds, 0.55% hits; CCHFV vOTU protease, Pep-AMC fluorescence; inhibition, % at 11.5 µM; AID 651958; in the data active means inhibition above about 30%; further: 0% = vehicle wells with enzyme and 100% = no enzyme wells
Anthrax LF prot = inhibitors of Bacillus anthracis lethal factor protease; P15917; multiplex microsphere protease cleavage assay, LF; inhibition, % at 10 µM; 360,000 compounds, 0.12% hits; AID 588501; further: plate controls were buffer without enzyme for full effect and enzyme alone for no effect
Target sequence (P15917 whole entry, looked up): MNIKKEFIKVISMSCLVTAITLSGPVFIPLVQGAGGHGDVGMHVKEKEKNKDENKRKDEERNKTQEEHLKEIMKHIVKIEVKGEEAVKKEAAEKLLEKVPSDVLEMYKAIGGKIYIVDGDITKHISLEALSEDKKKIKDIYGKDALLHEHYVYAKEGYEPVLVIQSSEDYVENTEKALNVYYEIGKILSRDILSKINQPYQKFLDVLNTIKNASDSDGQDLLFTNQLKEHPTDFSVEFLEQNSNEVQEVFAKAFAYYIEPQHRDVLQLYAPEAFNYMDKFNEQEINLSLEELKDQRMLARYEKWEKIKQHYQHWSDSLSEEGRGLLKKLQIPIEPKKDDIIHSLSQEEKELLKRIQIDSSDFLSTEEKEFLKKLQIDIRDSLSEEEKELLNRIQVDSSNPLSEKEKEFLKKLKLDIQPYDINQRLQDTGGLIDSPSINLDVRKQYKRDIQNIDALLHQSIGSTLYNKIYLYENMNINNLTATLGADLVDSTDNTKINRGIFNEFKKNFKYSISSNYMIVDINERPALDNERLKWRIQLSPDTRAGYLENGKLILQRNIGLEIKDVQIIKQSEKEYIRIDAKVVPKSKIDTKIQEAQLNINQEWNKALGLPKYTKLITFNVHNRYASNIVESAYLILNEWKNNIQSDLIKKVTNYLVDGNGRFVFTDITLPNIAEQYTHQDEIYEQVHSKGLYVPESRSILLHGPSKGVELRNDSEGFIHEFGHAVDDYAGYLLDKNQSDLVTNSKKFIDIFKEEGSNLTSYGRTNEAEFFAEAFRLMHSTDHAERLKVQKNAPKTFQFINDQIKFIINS
TcdB GH inh = inhibitors of Clostridioides difficile toxin B glycohydrolase | AID 652162 | TcdB glycohydrolase enzymatic assay, plate reader | inhibition, % at 9.99 µM | 350,000 compounds, 0.24% hits; in the data active means inhibition above about 10%
SSB-PriA inh = inhibitors of Klebsiella pneumoniae PriA binding to SSB C-terminal tail | AlphaScreen SSBct-PriA binding, biotinylated peptide | inhibition, % at 33 µM | 430,000 compounds, 0.6% hits; in the data active means inhibition mostly above about 37%, no sharp cut-off; inactive means mostly below about 20%;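 further: plate controls were negative control peptide for no effect and reference peptide for full effect; strong numbers were not always called active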
DUSP3 inh = blocks human VHR1 dual specificity phosphatase; recombinant VHR phosphatase, pNPP absorbance; inhibition, % at 13.3 µM; 290,000 compounds, 0.52% hits; AID 1654; in the data active means inhibition above about 50%; further: some compounds called inactive have numbers as strong as hits
Target sequence (P51452 whole entry, looked up): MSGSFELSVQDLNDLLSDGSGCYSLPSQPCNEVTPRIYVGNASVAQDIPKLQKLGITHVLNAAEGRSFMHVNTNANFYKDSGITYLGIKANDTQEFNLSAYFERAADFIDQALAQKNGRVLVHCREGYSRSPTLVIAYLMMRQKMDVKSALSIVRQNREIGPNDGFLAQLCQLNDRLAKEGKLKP
BoNT A protease = BoNT A light chain protease inhibition | multiplex microsphere protease substrate cleavage, flow cytometry | inhibition, % at 10 µM | 360,000 compounds, 0.17% hits | AID 588499; further: plate controls were buffer without enzyme for full effect and enzyme alone for no effect
SARS 3CLpro inh = SARS-CoV 3CLpro protease inhibition | AID 1706 | inhibition, % at 6 µM | 290,000 compounds, 0.14% hits | recombinant SARS-CoV 3CLpro, quenched FRET peptide cleavage | P0C6X7; in the data active means inhibition above about 12%
PfHsp40 rescue = rescue of PfHsp40-mediated yeast toxicity. AID 504582. 340,000 compounds, 0.68% hits. growth rescue, % at 12.5 µM. S. cerevisiae expressing PfHsp40, growth rescue, ATP luminescence; in the data active means growth rescue above about 28%, passing the limit was not always enough; inconclusive means no clear call, values can overlap the other calls;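 further: yeast W303a lacking pdr1 and pdr3 grown in galactose medium; growth measured after three days at 30 °C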
BH1578 lux ind = inducers of Vibrio cholerae quorum light production without autoinducers | activation, % at 18.7 µM | AID 588436 | V. cholerae BH1578 lux reporter, luminescence, 6 h | 350,000 compounds, 0.16% hits; in the data active means activation mostly above about 9.7%, no sharp cut-off; inconclusive means no clear call, values can overlap the other calls; inactive means mostly below about 3.7%; further: not every result past the cut was called active; inactives centre near 0; reference of the scale not given here
Active calls of the source: *; i = inactive; ? = inconclusive; . = not tested or not shown; & = joins results of further samples. Unless noted, no stated cut-off is given here; in the data, active means inhibition above about 30%; inconclusive means no clear call, values can overlap the other calls; inactive means below that. These rows are one share of the data; count on the stated rates, not on these rows.

No. | Compound | Yp Topo-I inh | CCHF vOTU inh | Anthrax LF prot | TcdB GH inh | SSB-PriA inh
1 | CC(C)OP(=O)(c1ccc(N(C)C)cc1)C(Nc1ccccc1)c1cccnc1 (stereo unspecified) | -3 | 1 | 1 | . | 7
2 | CCCC(Oc1ccc(Br)cc1)c1nc2c3cc(OC)c(OC)cc3nc(=S)n2[nH]1 (stereo unspecified) | 7 | -9 | 2 | 2.1 | -6
3 | O=C(NN=C1CCCC1)c1cccc(O)c1 | -3 | -15 | -4 | -2.6 | 4
4 | Cc1ccc(-c2nc(N3CCOCC3)sc2C(=O)N2CCOCC2)cc1 | 0 | -6 | -1 | . | -1
5 | CCC(C(=O)NC1CCCC1)N(C(=O)Cn1nnc(-c2ccc(C)o2)n1)c1ccccc1OC (stereo unspecified) | 31 | -6 | -2 | 0.6 | 10
6 | CC(C)CN(C(=O)COC(=O)c1ccccc1NCc1ccco1)c1c(N)n(Cc2ccccc2)c(=O)[nH]c1=O | 11 | -25 | . | 0.2 | -12
7 | Brc1ccc2[nH]cc(/C=N/N3CCCCC3)c2c1 | -11 | -1 | -3 | -1.5 | .
8 | O=C(CNCCc1ccc(Cl)cc1)Nc1ccc(C(=O)N2CCCCC2)cc1 | 9 | 13 | -9 | 1.0 | 2
9 | Cc1nc(-c2cc(C#N)c(Sc3cccc(C(F)(F)F)c3)nc2C)cs1 | 3 | -5 | 8 | 1.1 | -2
10 | O=C(CC(=O)Nc1nc(C23CC4CC(CC(C4)C2)C3)cs1)NCCO | -7 | -3 | 2 | 1.0 | -5

No. | DUSP3 inh | BoNT A protease | SARS 3CLpro inh | PfHsp40 rescue | BH1578 lux ind
1 | -2 | -0.1 | 0 | -0.5 | -0.3
2 | -5 | 1.0 | -1 | -0.5 | -0.5
3 | 36 | -1.3 | -4 | -0.1 | -0.6
4 | -5 | -0.1 | 0 | -0.6 | -0.3
5 | 11 | -4.5 | 1 | -2.2 | 0.6
6 | . | . | . | -0.1 | i
7 | -2 | -1.0 | 2 | -1.8 | -4.8
8 | 29 | 0.2 | -6 | -0.8 | -3.1
9 | 16 | -0.7 | -2 | -0.9 | i
10 | 12 | -0.8 | 6 | 0.4 | i

Continuation.
No. | Compound | Yp Topo-I inh | CCHF vOTU inh | Anthrax LF prot | TcdB GH inh | SSB-PriA inh
11 | CC(C(=O)Nc1ccc(S(=O)(=O)N2CCCC2)cc1)N1CCN(C(=O)c2ccco2)CC1 (stereo unspecified) | 4 | -1 | 0 | . | -19
12 | CCOc1ccccc1C1N(c2ccc(OC)cc2)C(=O)C2CCCN21 (stereo unspecified) | 5 | 6 | -3 | 2.9 | -11
13 | O=C(Nc1ccc(Cl)c(Cl)c1)N1CCSC1c1ccco1 (stereo unspecified) | 1 | -11 | 0 | . | -21
14 | Cc1nc2cc(NCc3nc4ccccc4n3Cc3ccccc3)ccc2n1C | -5 | -8 | -5 | . | 1
15 | CC1CCCC(C)N1C(=O)COC(=O)CNC(=O)c1ccc(Cl)cc1Cl (stereo unspecified) | -1 | 10 | 1 | 0.4 | -5
16 | CC1(C)C(C(N)=O)C(=O)NC(=O)C1C(N)=O (stereo unspecified) | -4 | 5 | -6 | 0.9 | .
17 | O=C(NCc1ccc(F)cc1)C1CCCN1C(=O)NCc1ccccc1 (stereo unspecified) | 1 | -4 | 0 | . | -7
18 | C(=Cc1cccnc1)c1ccncc1 | -1 | -13 | 2 | 1.2 | -17
19 | Cc1cccc(NC(=O)CCCCC(=O)Nc2cccc(C)c2)c1 | 3 | -14 | 2 | -0.3 | -12
20 | COc1ccc(NC(=S)N(CCCN2CCOCC2)Cc2cn(C)c3ccccc23)cc1OC | 4 | 14 | -3 | . | 11

No. | DUSP3 inh | BoNT A protease | SARS 3CLpro inh | PfHsp40 rescue | BH1578 lux ind
11 | 20 | 0.5 | 0 | -0.7 | -0.7
12 | 9 | -0.5 | 0 | -0.5 | -0.3
13 | 3 | 0.1 | 5 | 0.9 | -0.2
14 | 21 | -0.1 | 0 | 1.1 | -0.3
15 | . | -1.8 | . | -0.4 | -5.0
16 | . | -0.3 | . | . | -0.5
17 | 20 | 0.2 | -1 | -1.0 | -1.6
18 | . | -0.1 | . | -0.5 | i
19 | . | 3.2 | . | . | i
20 | -17 | 0.5 | 6 | -1.0 | -0.4

Next entries
No. | Compound | Yp Topo-I inh | CCHF vOTU inh | Anthrax LF prot | TcdB GH inh | SSB-PriA inh
21 | COc1ccccc1CNC(=O)c1ccccc1NS(C)(=O)=O | 2 | -13 | 0 | . | -4
22 | COc1cccc(Nc2nc(-c3sc(NC(=O)c4ccccc4)nc3C)cs2)c1 | -26 | 7 | -1 | 1.5 | 4
23 | O=C(c1ccc2c(c1)N(Cc1ccccc1F)C(=O)c1ccccc1S2(=O)=O)N1CCCC1 | 7 | 13 | 1 | -0.1 | -8
24 | COc1ccc(C(=O)NC(=S)Nc2ccc3c(c2)Cc2ccccc2-3)cc1 | -1 | 0 | -2 | . | -1
25 | NC(CSC(c1ccccc1)(c1ccccc1)c1cccc2ccccc12)C(=O)O (stereo unspecified) | 2 | . | -7 | . | -2
26 | COc1cc(=O)[nH]c(SCc2c(F)c(F)c(F)c(F)c2F)n1 | 5 | 1 | 2 | . | -15
27 | O=C(CCNS(=O)(=O)c1ccc(Br)cc1)NCC(c1cccs1)N1CCOCC1 (stereo unspecified) | 1 | -2 | -2 | -0.7 | .
28 | O=C(CCc1nnc2ccc(NCc3ccco3)nn12)N1CCN(c2ccccc2F)CC1 | 29 | 7 | -1 | 0.3 | -2
29 | Cc1ccccc1C(=O)NC(=S)Nc1ccccc1C(F)(F)F | 4 | -2 | 6 | . | -13
30 | CCN(CCCNC(=O)Cn1ncc2c([nH]c3ccc(C)cc32)c1=O)c1ccccc1 | 6 | 14 | 1 | 1.5 | -9

No. | DUSP3 inh | BoNT A protease | SARS 3CLpro inh | PfHsp40 rescue | BH1578 lux ind
21 | 28 | 0.1 | 4 | 0.6 | -0.1
22 | 25 | 1.4 | 1 | -0.3 | i
23 | 44 | -0.3 | -6 | -1.0 | -0.5
24 | -22 | 0.5 | -6 | 0.1 | i
25 | . | 0.5 | . | -0.5 | i
26 | 17 | 2.1 | 0 | 1.3 | i
27 | . | -0.4 | . | . | -0.4
28 | 22 | -0.3 | 6 | 0.0 | -2.1
29 | 17 | 1.0 | 4 | 1.6 | .
30 | -2 | 0.4 | 2 | 0.8 | i

Further records follow:
No. | Compound | Yp Topo-I inh | CCHF vOTU inh | Anthrax LF prot | TcdB GH inh | SSB-PriA inh
31 | Fc1cccc(CO/N=C/c2c(-c3ccccc3)nc3ccc(Cl)cn23)c1 | 0 | 6 | 0 | . | .
32 | CCOC(=O)C1CCN(C(=O)Nc2ccc3snnc3c2)CC1 | 5 | -8 | -4 | 3.4 | 9
33 | COc1ccc(C)cc1NC(=O)CCCNC(=O)Cn1cnc2sc(C)c(C)c2c1=O | 13 | 9 | 0 | 0.8 | 0
34 | Cc1nc2sccn2c(=O)c1S(=O)(=O)N1CCN(c2ccc(F)cc2)CC1 | 5 | 5 | -5 | 0.5 | -1
35 | COc1ccc(C(=O)NC(=S)Nc2ccc3oc(=O)ccc3c2)cc1[N+](=O)[O-] | 2 | -8 | 2 | -0.2 | -13
36 | COc1ccc(OC)c(/C=C2\SC(=S)N(Cc3cccnc3)C2=O)c1 | -4 | 23 | 21 | . | -4
37 | CN(c1ccccc1)S(=O)(=O)c1cccc(NC(=O)Cc2n[nH]c(=O)c3ccccc23)c1 | 19 | 7 | . | -0.4 | -6
38 | CCOC(=O)N1CCN(c2cc(NCCC(=O)O)c3c4c(onc24)-c2ccccc2C3=O)CC1 | ? | . | -7 | . | 71
39 | Cc1ccccc1OCCCN1C(=O)C(=O)c2cccc(C)c21 | 14 | 6 | -3 | -8.0 | -13
40 | CCOC(=O)c1c(NC(=O)c2cccs2)sc2c1CCC2 | 4 | -1 | -1 | 1.6 | -7&-15

No. | DUSP3 inh | BoNT A protease | SARS 3CLpro inh | PfHsp40 rescue | BH1578 lux ind
31 | 10 | -1.0 | -3 | 0.3 | -2.5
32 | 10 | 0.7 | 1 | 1.3 | 0.9
33 | 15 | 0.7 | 1 | -1.6 | -0.3
34 | 29 | 0.6 | -2 | -0.2 | -0.2
35 | -7 | 3.3 | 3 | -1.8 | -0.4
36 | -6 | 42* | -3 | -0.1 | 0.0
37 | . | . | . | 2.2 | i
38 | -16 | 2.6 | 0 | 0.5 | i
39 | 15 | -0.1 | 4 | 0.3 | -0.4
40 | -21 | -0.5 | . | -1.9 | -0.5

Three of the compounds above, with values under each structure:
Below each compound: Yp Topo-I inh	CCHF vOTU inh	Anthrax LF prot	TcdB GH inh	SSB-PriA inh	DUSP3 inh	BoNT A protease	SARS 3CLpro inh	PfHsp40 rescue	BH1578 lux ind
13: O=C(Nc1ccc(Cl)c(Cl)c1)N1CCSC1c1ccco1 (stereo unspecified)
    1	-11	0	.	-21	3	0.1	5	0.9	-0.2
14: Cc1nc2cc(NCc3nc4ccccc4n3Cc3ccccc3)ccc2n1C
    -5	-8	-5	.	1	21	-0.1	0	1.1	-0.3
15: CC1CCCC(C)N1C(=O)COC(=O)CNC(=O)c1ccc(Cl)cc1Cl (stereo unspecified)
    -1	10	1	0.4	-5	.	-1.8	.	-0.4	-5.0

(cont.)
No. | Compound | Yp Topo-I inh | CCHF vOTU inh | Anthrax LF prot | TcdB GH inh | SSB-PriA inh
41 | CCCCN(C(=O)c1ccc(C)c(S(=O)(=O)N2CCOCC2)c1)c1c(N)n(CC(C)C)c(=O)[nH]c1=O | 3 | -3 | -3 | 0.4 | -9
42 | COc1ccc(S(=O)(=O)NC(C)C(=O)NCC2CCCO2)cc1OC (stereo unspecified) | -7 | -1 | 2 | 1.2 | -3
43 | O=C(CSc1ncn(-c2ccccc2)n1)Nc1nccs1 | -1 | 4 | 8 | . | -3
44 | O=C(OCc1ccccc1)N1CCC2CC1c1cc(NCCc3ccccc3)ccc12 (stereo unspecified) | 35 | 3 | -2 | 0.4 | -4
45 | O=C(CN(C(=O)CCNC(=O)c1ccco1)c1ccccc1)NC1CCCC1 | -2 | -4 | -6 | . | -4
46 | COC(=O)c1ccc(N2CCN(S(=O)(=O)c3ccc(Br)cc3)CC2)c([N+](=O)[O-])c1 | 25 | -1 | -5 | . | 5
47 | COc1ccc(Cl)cc1NC(=O)CSc1nnc(Cn2c(=O)sc3ccccc32)n1C | 10 | 8 | 2 | 0.9 | -5
48 | C(=C\c1ccccc1)/C=N/n1cnnc1 | -7 | 5 | -1 | . | .
49 | CCNC(=O)CC(=O)Nc1ccccc1C(=O)O | -4 | 8 | -5 | . | -14
50 | O=C(NCCO)c1ccc(CSc2nc3ccccc3[nH]2)cc1 | -2 | 3 | -2 | . | -1
51 | COC(=O)c1cc(Br)c(=O)n(Cc2ccc3c(c2)OCO3)c1 | 11 | -3 | 1 | . | -11
52 | COC(=O)c1ccc(COc2ccc(-c3nnn(CC(N)=O)n3)cc2)cc1 | 6 | 5 | -2 | 1.6 | -7
53 | Cc1cc(C)c(C#N)c(SCC(=O)Nc2ccccc2)n1 | 2 | -12 | -6 | 0.0 | -1

No. | DUSP3 inh | BoNT A protease | SARS 3CLpro inh | PfHsp40 rescue | BH1578 lux ind
41 | . | -3.8 | . | 2.8 | i
42 | 7 | -0.9 | -6 | 0.0 | i
43 | 24 | 1.9 | 0 | 1.1 | -0.8
44 | . | 0.0 | . | -1.6 | -0.7
45 | -9 | -1.6 | -2 | -0.3 | -0.4
46 | 11 | -0.1 | -1 | -1.6 | i
47 | 14 | -0.8 | 8 | -0.5 | 0.2
48 | 26 | -0.9 | -5 | -0.7 | -5.9
49 | 6 | -1.1 | -3 | -1.1 | 0.9
50 | 3 | -0.5 | 2 | 0.0 | -0.2
51 | 6 | 0.6 | 0 | -0.2 | -0.2
52 | 1 | -0.8 | 3 | -0.8 | -0.4
53 | 27 | -0.2 | 0 | -0.5 | i
